Screening results (PubChem BioAssay)
TCR CD3 inh – human TCR-CD3 binding inhibition | TAMRA-labeled TCR probe fluorescence, biochemical | inhibition, % at 9.4 µM | 0.37% of 360,000 active; in the data active = inhibition above about 19%;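 also: recombinant mutant TCR 2C K166C tagged with TAMRA read by polarization; 0% = receptor in buffer alone and 100% = receptor with positive control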
HTRA1 inh – HTRA1 (human) protease inhibition. Q92743. recombinant HTRA1, FP-rhodamine activity-based probe, fluorescence polarization. inhibition, % at 5.96 µM. 0.5% of 340,000 active. AID 504803; in the data active = inhibition above about 36%;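 also: 0% = enzyme with DMSO and 100% = wells lacking enzyme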
Target sequence (Q92743 whole entry, looked up): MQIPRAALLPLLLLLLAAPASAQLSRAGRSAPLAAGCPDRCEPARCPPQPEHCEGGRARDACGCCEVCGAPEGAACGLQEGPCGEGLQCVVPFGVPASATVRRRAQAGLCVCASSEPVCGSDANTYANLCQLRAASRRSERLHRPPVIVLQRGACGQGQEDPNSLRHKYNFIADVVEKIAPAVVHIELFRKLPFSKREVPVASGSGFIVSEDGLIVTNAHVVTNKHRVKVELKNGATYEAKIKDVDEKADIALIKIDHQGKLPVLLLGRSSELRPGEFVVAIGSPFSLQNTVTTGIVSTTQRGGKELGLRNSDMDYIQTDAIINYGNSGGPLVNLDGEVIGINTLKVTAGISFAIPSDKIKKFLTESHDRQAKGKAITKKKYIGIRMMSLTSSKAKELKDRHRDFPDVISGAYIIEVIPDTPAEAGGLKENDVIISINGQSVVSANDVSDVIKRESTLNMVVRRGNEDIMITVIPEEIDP
SIAE primary – human SIAE inhibition, primary screen; Q9HAT2; SIAE FP-Rh probe binding, fluorescence polarization; inhibition, % at 9.66 µM; 0.69% of 370,000 active; AID 1053197;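 active = inhibition above a cutoff: mean of compounds within the control limits plus 3 SD of those, cut at about 17% in these data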;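 also: 0% = plate median of compound wells and 100% = probe without SIAE protein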
Target sequence (Q9HAT2 whole entry, looked up): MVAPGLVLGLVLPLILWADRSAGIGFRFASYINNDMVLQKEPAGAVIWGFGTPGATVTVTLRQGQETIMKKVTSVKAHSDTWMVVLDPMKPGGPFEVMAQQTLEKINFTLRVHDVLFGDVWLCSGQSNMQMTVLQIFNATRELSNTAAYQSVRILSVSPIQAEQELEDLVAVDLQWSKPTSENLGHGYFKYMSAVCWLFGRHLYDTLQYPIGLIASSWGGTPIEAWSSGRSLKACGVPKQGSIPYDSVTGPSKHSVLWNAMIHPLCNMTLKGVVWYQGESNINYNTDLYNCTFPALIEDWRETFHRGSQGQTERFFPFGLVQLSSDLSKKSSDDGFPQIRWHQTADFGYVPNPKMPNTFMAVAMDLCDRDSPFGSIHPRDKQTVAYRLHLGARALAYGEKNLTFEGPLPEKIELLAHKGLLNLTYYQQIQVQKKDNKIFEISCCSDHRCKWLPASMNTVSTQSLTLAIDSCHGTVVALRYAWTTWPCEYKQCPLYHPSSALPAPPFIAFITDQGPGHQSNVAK
mABHD4 FP – ABHD4 (mouse) inhibition, primary FP screen | purified mABHD4, FP-Rh probe fluorescence polarization | AID 720543 | inhibition, % at 8.92 µM | 0.54% of 370,000 active | Q8VD66;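 active = inhibition exceeding the mean over every tested compound plus 3 SD, cut at about 30% in these data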;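 also: 0% = plate median of compound wells and 100% = S159A mutant with DMSO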
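Doses – 8.92 µM, single dose · Material – wild-type mouse ABHD4 protein · Replication – single well per compound (singlicate) · Measure – percent inhibition of probe binding, normalized to plate controls · Schedule – 45 min compound pre-incubation plus 60 min probe step, 25 °C · Detection – fluorescence polarization with parallel and perpendicular emission, 525/598 nm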
rCAG RNA binder – molecules binding r(CAG) RNA repeats | 1.3% of 370,000 active | inhibition, % at 3 µM | r(CAG) RNA repeat, TO-PRO-1 dye displacement fluorescence;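 active = inhibition above the plate cutoff, the mean of all test compounds on that plate plus 3 SD, cut at about 35% in these data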;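 also: 0% = DMSO alone and 100% = 100 µM mitoxantrone as full dye displacement; higher means more dye released from RNA so lower well fluorescence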
TDP2 inh – blocks human TDP2 phosphodiesterase activity. inhibition, % at 12.8 µM. recombinant TDP2, T5PNP hydrolysis, p-nitrophenol absorbance 415 nm. 0.34% of 370,000 active. O95551;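 active = inhibition above the mean of all tested compounds plus 3 SD, set per campaign, cut at about 25% in these data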;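 also: 0% = DMSO with enzyme and 100% = buffer with substrate but no TDP2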
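Read-out basis: percent inhibition. System: recombinant human TDP2. Buffer or medium: Mg2+-containing Tris-HCl buffer, pH 7.5. Repeats: single replicate. Timing: reaction 2 h, 37 °C. Benchmarks: high control without enzyme, low control DMSO plus TDP2. Probe or stimulus: 5 mM T5PNP. Doses: 12.8 µM only. Measured by: epi absorbance of p-nitrophenol freed from T5PNP by hydrolysis.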
PRMT1 FP inh – blocks human protein arginine methyltransferase 1. Q99873. recombinant PRMT1, activity-based probe fluorescence polarization. inhibition, % at 2.79 µM. 1.3% of 370,000 active. AID 652257;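 active = inhibition above about 21% made by adding two undisclosed values, limit read from the data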
NR1D1 modulator – Rev-erb alpha (human) modulation; P20393; AID 1259318; activity, % at 10 µM; Rev-erbα–FITC-DNA binding, fluorescence polarization, 90 min; 0.79% of 370,000 active;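 active = activity above about 14%, limit read from the data; passing the limit was not always enough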;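 also: 0% = DMSO wells with 35 nM protein and 100% = DMSO wells with 750 nM protein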
LEDGF integ inh – blocks HIV-1 LEDGF/p75-dependent DNA integration | TR-FRET IN-LEDGF/p75 DNA integration, Eu/Cy5 | inhibition, % at 3.7 µM | 0.64% of 370,000 active | AID 743269;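 active = inhibition above the screen-wide mean plus 3 SD, cut at about 13% in these data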;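 also: signal is the Cy5 over europium emission ratio at 671 and 618 nm; 0% = plate median of compound wells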
PG9 binder – binds the HIV-1 gp120 antibody PG9 | TR-FRET gp120-PG9 antibody binding | inhibition, % at 6.7 µM | 0.43% of 360,000 active; in the data active = inhibition above about 8.5%
Active calls of the source: *; / = not tested or not shown; & = joins results of further samples. The list is partial. The share of hits here may be higher or lower than overall.

SMILES	TCR CD3 inh	HTRA1 inh	SIAE primary	mABHD4 FP	rCAG RNA binder	TDP2 inh	PRMT1 FP inh	NR1D1 modulator	LEDGF integ inh	PG9 binder
CC1O[C@@H](O[C@H](C)CC[C@@H](C)O[C@H]2OC(C)[C@@H](O)C[C@H]2O)C(O)C[C@H]1O (some centres not stated)	5	1	3	-1	-1	1	-2	-2	-5	1.3
O=S(=O)(Nc1ccc(S(=O)(=O)Nc2ncccn2)cc1)c1ccc(Cl)cc1	10	2	-2	-3	2	21	-3	2	3	0.0
COc1ccc(OCC(=O)N2CCN(C(=O)c3cccc4ccccc34)CC2)cc1	5	5	4	-3	-3	8	0	5	-1	-1.0
COC(=O)c1c(C)[nH]c(C(=O)/C=C/c2cccc(Cl)c2)c1C	-2	-6	-7	3	3	0	-1	0	1	-0.3
O=C(NCC1(N2CCCCC2)CCCCC1)c1ccc(NS(=O)(=O)c2ccccc2)cc1	7	1	-1	-4	-5	-5	-3	0	-1	-0.5
COc1ccc(/C=C/C(=O)OCC(=O)Nc2cc(S(=O)(=O)N(C)C)ccc2Cl)cc1	7	2	-2	0	-1	5	1	-7	4	0.5
O=C(Nc1cccc(S(=O)(=O)NC2=NCCC2)c1)c1ccccc1F	-6	4	5	-2	4	2	0	-7	0	3.2
COc1cccc([C@@H]2CC=C(C(=O)O)CN2S(=O)(=O)c2ccc(C)cc2)c1	4	-7	14	1	14	8	-2	2	1	-2.1
CCCCNC(=O)c1ccccc1NS(=O)(=O)c1ccc2c(c1)OCCO2	-2	-1	-7	-2	6	-3	-3	-6	-4	0.0
CC1(C)CC(=O)C2=C(C1)Oc1ncn(CCO)c(=N)c1C2c1ccccc1 (configuration not stated)	1	3	-8	1	0	-11	-1	4	-2	-1.0
CCOc1ccc(CCNC(=O)c2cc([N+](=O)[O-])ccc2N2CCOCC2)cc1OCC	2	7	5	1	-8	-7	-1	-1	3	-1.2
CCOc1cc(C2NC(=O)c3ccccc3O2)ccc1OC (configuration not stated)	-8	0	-6	5	-3	-1	4	0	-1	1.7
CC(=O)N(C)C[C@@H]1Oc2ncc(Br)cc2C(=O)N([C@H](C)CO)C[C@@H]1C	1	4	-7	-5	0	-8	-5	-15	5	0.1
Cc1c(Cl)cccc1NC(=O)COC(=O)c1ccc(CN2CCCC2=O)cc1	-4	9	-4	-8	3	-2	-2	0	-1	-1.5
O=[N+]([O-])c1ccc(CN2CCN(c3ncccn3)CC2)cc1	1	4	1	7	-6	14	-2	-6	0	-1.0
Cc1ccsc1C(C(=O)NC1CCCCC1)N(C(=O)c1csnn1)C1CC1 (configuration not stated)	-4	1	7	3	-4	-1	-5	-6	0	3.0
CCNc1ccc(C(=O)OC(C(=O)NC(N)=O)C(C)C)cc1[N+](=O)[O-] (configuration not stated)	4	4	-2	0	-1	0	-6	0	3	0.0
O=C(c1cc2ccccc2o1)N1CCN(S(=O)(=O)c2ccc(Cl)s2)CC1	-2	-1	3	1	2	0	1	4	-5	0.6
COc1ccc(N2CCN(S(=O)(=O)c3ccc(OC)cc3)CC2)cc1	-3	-6	-5	-4	-5	-15	7	-1	-7	-2.7
O=[N+]([O-])c1cc(C(F)(F)F)ccc1Sc1nccn1Cc1ccccc1	4	-9	-12	9	-3	-1	1	2	-3	-0.4
Cc1cccc(-c2ncc(CN3CCCC(CO)(Cc4ccccc4C)C3)cn2)c1 (configuration not stated)	-1	-45	0	-1	-4	-6	-1	1	-2	-1.8
O=C(NCCN1CCN(c2ccccc2)CC1)c1ccc(NC(=O)C2CCCO2)cc1 (configuration not stated)	5	5	4	3	-5	1	-2	2	-1	-2.0
CC(=O)C[C@@H](O)CC(=O)[C@@H]1OC(=O)[C@H](C)CCCCc2ccccc21	2	4	5	-8	3	-1	-1	2	5	1.8
CCOC(=O)n1n[n+]([O-])c2ccccc21	1	-1	0	4	-1	0	-1	-7	1	-2.5
COc1cc(/C=N/Nc2cc(C)nc(N)n2)ccc1O	-7	2	-1	-2	2	-15	-1	-1	1	-5.4

Other structures:
SMILES	TCR CD3 inh	HTRA1 inh	SIAE primary	mABHD4 FP	rCAG RNA binder	TDP2 inh	PRMT1 FP inh	NR1D1 modulator	LEDGF integ inh	PG9 binder
COc1ccc(CC(=O)Nc2ccc(F)c(S(=O)(=O)N3CCOCC3)c2)cc1	3	0	2	3	1	4	1	-4	0	-0.1
CCOC(=O)Cc1csc(NC(=O)c2csc(C)c2)n1	2	-8	-1	-1	1	5	0	-1	2	-0.7
CCC(CC)c1ncc[nH]1	-1	0	-5	6	1	2	-6	-5	3	0.5
C[C@H]1C2CC(OC(=O)Nc3cccc(F)c3)C(C2)[C@H]2CCCCN21 (some centres not stated)	/	/	4	2	2	10	-3	3	-2	/
Cc1ccc(OCCCCn2ccnc2)c(Cl)c1	3	5	11	0	-5	1	-5	0	0	-0.4
CN(CC(=O)Nc1ccc(Cl)c(C(F)(F)F)c1)S(=O)(=O)c1cnc[nH]1	1	-3	-5	-4	3	-3	2	-1	0	-1.4
CCOc1ccccc1NC(=O)CCN(c1ccc(C)cc1)S(=O)(=O)c1ccccc1	-1	-20	-5	-7	-5	-1	2	14	-2	-0.8
Fc1ccc(CNC(=S)Nc2ccccc2Cl)cc1	2	4	3	3	2	2	1	-5	0	1.1
OC[C@H]1CC[C@@H]2O[C@H](CCc3ccc(-c4ccc(F)cc4)cc3)[C@H](n3cc(C4CC4)nn3)C[C@@H]2O1	/	/	0	-14	7	0	-5	1	6	/
Cc1cnc(NC(=O)CSc2nnc3ncccn23)s1	8	7	7	1	-1	-6	-1	0	-5	0.2
Cc1ccccc1N1CCN(C2CCCN(C(=O)c3ccsc3)C2)CC1 (configuration not stated)	7	-2	4	4	-9	18	2	2	1	-0.6
Cc1ccsc1C(=O)NCc1ccc(F)cc1	-1	0	2	-1	1	11	-1	-2	3	1.8
CCCCCCCCN1C(=O)[C@@H](CC(=O)NCc2cccc(C(F)(F)F)c2)C[C@@]2(C(=O)OC)C1=C[C@H](C1CCCC1)O[C@@H]2C	-2	/	1	0	1	-9	0	-3	-2	-0.1
N#C/C(=C\c1ccc(OCc2ccc(C(=O)O)cc2)cc1)C(=O)NCc1ccccc1	4	-14	5	-13	41*	8	1	10	3	-0.6
COc1ccccc1NC(=O)N(Cc1cccs1)Cc1cc2cc3c(cc2[nH]c1=O)OCO3	-4	-22	-6	-11	1	-13	6	9	-1	-0.9
CCCCC(=O)NC1(C(F)(F)F)C(=O)N(Cc2ccco2)C(C)=C1C(=O)OC (configuration not stated)	-4	1	-2	-3	-5	-1	4	3	-4	-3.5
Cc1ccc(Cn2ccc(NC(=O)c3noc4c3CCCCC4)n2)cc1	2	-20	-6	-1	-6	-6	-1	-2	-6	0.9
CCC(C)NC(=O)C(NS(=O)(=O)c1ccc2c(c1)c(=O)n(C)c(=O)n2C)c1ccccc1 (configuration not stated)	-6	-2	3	-1	1	9	4	-1	0	0.4
O=C(CC1SC(N2CCOCC2)=NC1=O)Nc1cccc(C(F)(F)F)c1 (configuration not stated)	4	-6	5	1	0	4	1	5	2	-0.1
COc1ccc(C2=NN(CCC(=O)NCc3ccc4c(c3)OCO4)C(=O)CC2)cc1	-4	6	-6	-2	3	10	2	-2	-2	-1.2
COc1ccc(C2=Nc3ccccc3NC(=O)C2N(Cc2ccc(F)cc2)C(=O)c2ccco2)cc1 (configuration not stated)	-1	/	-5	0	10	6	3	3	-10	-1.0
CC1=CC(=O)C(C(C)C)=C/C1=N/OC(=O)c1cccc([N+](=O)[O-])c1	0	-4	-14	7	-1	7	-2	-2	0	-3.3
O=C1CCC/C1=C\c1ccccc1	0	-2	5	-1	-1	0	-1	-1	-1	0.4
COc1ccc(S(=O)(=O)N2CCOCC2)cc1C(=O)Nc1cccc(C(=O)NC2CC2)c1	0	2	-1	-2	3	7	5	-8	5	1.3
Cc1cc(NC(=O)CN2CCCCC2C)no1 (configuration not stated)	-3	5	1	13	-1	10	-1	3	0	0.9

Continued; it opens with the 3 that closed the last part.
SMILES	TCR CD3 inh	HTRA1 inh	SIAE primary	mABHD4 FP	rCAG RNA binder	TDP2 inh	PRMT1 FP inh	NR1D1 modulator	LEDGF integ inh	PG9 binder
O=C1CCC/C1=C\c1ccccc1	0	-2	5	-1	-1	0	-1	-1	-1	0.4
COc1ccc(S(=O)(=O)N2CCOCC2)cc1C(=O)Nc1cccc(C(=O)NC2CC2)c1	0	2	-1	-2	3	7	5	-8	5	1.3
Cc1cc(NC(=O)CN2CCCCC2C)no1 (configuration not stated)	-3	5	1	13	-1	10	-1	3	0	0.9
Cc1ccc(C)c2c(SC(C)C(=O)NCc3ccco3)nc(-c3ccccc3)nc12 (configuration not stated)	4	3	-5	6	6	-8	2	4	1	0.0
O=C(CCNS(=O)(=O)c1ccc(Cl)cc1)N1CCN(c2ncccn2)CC1	-4	0	1	-1	-6	3	2	5	0	0.3
Cc1cccc2cc(CN(Cc3cccs3)C3(c4nnnn4C4CCCC4)CCCC3)c(=O)[nH]c12	-1	1	4	-5	0	6	1	-1	3	1.0
Cc1cccc(C(=O)NCCCNC(=O)c2ccccn2)c1	2	5	2	-2	-5	0	-1	-2	1	0.8
CC(C)C(c1nnnn1CC1CCCO1)N1CCN(C2CCCC2)CC1 (configuration not stated)	5	4	1	2	-3	3	-1	4	3	-2.4
Cc1c(C(=O)N2CCOCC2)c(S(=O)(=O)Nc2cccc(C#N)c2)c(C)n1C	-3	2	8	1	2	-8	-6	-1	0	-1.3
N#C/C(=C(/O)COC(=O)CCCNC(=O)c1ccc(Cl)cc1)c1nc2ccccc2[nH]1	-5	0	-4	-14	22	-7	3	-7	0	-1.5
CN(Cc1ccccc1)C(=O)C(=O)c1ccccc1	-2	/	1	7	0	-4	2	2	-5	-1.4
CCc1ccc(N2C(=O)CC(N(CC3CCCO3)C(=O)/C=C/C(=O)O)C2=O)cc1 (configuration not stated)	-4	2	-1	1	4	-1	0	-6	6	-2.7
O=C(NCCc1ccccc1)c1ccc([N+](=O)[O-])cc1	-2	-1	2	8	1	-10	1	-3	-4	1.9
COc1ccc(C(=O)NNC(=O)CSc2nnc(COc3ccccc3OC)n2C)cc1	-2	3	6	-2	-2	-3	-4	-1	3	-2.1
Cc1cc(CC(=O)O)n(C)c1C(=O)c1ccc(Cl)cc1	10	3	-2	4	3	3	-2	1&-5	-4	2.1
Cc1n[nH]c(C)c1N1C(=O)c2cccc3cc(Br)cc(c23)C1=O	3	-3	8	-10	1	-6	-2	3	0	-0.3
CCCCn1c(N)c(N(CC(C)C)C(=O)CSCc2c(C)noc2C)c(=O)[nH]c1=O	-2	0	4	0	-1	-7	7	1	1	0.4
COc1ccc(C(=O)C2CCCN(Cc3cnc(N4CCOCC4)s3)C2)cc1F (configuration not stated)	-2	-2	4	-3	-6	-10	3	2	-3	-3.0
O=C(O)c1ccc(N2CCCCC2)cc1	-5	-4	2	3	2	-5	1	-1	-2	0.2
O=C1C2C3c4ccccc4C(c4ccccc43)[C@@H]2C(=O)N1c1ccccn1 (some centres not stated)	-2	9	2	-5	-3	-16	-3	-3	-2	-3.1
